High-throughput results deposited in PubChem BioAssay by Broad Institute.
Statin myotox sup = protects C2C12 myotubes from simvastatin toxicity; 330,000 compounds, 0.78% hits; AID 602340; rescue of ATP level, % at 7.49 µM; ATP luminescence, 48 h; scaled: DMSO 0, geranylgeraniol control 100;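 active = mean ATP rescue above about 67%, or every replicate alone reaching that limit, limit read from the data, passing the limit was not always enough; inconclusive = no clear call, values can overlap the other calls; inactive = mean under the limit and some replicate under it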;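 also: myotubes were challenged with 10 µM simvastatin during compound exposure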
PglD inh = blocks C. jejuni PglD acetyltransferase activity. purified PglD enzyme, DTNB colorimetric CoA detection. inhibition, % at 12.5 µM. 360,000 compounds, 0.098% hits; in the data active = inhibition above about 16%, passing the limit was not always enough; inconclusive = no clear call, values can overlap the other calls; also: strong numbers were not always called active
The depositor's hits bear a star; ? = inconclusive.

entry	molecule	Statin myotox sup	PglD inh
1	CC1(C)Cc2ccccc2C(c2cc3ccccc3oc2=O)=N1	10	7
2	Cc1cc(NC(=O)CSc2nc(-c3ccccc3)c(C#N)c(=O)[nH]2)no1	-51	8
3	CCc1ccc(OCC(=O)NNC(=O)c2ccc(NC(=O)C3CC3)cc2)cc1	-6	3
4	CC1(C)CC(=O)C2=C(C1)OC(/N=C/N1CCOCC1)=C(C#N)C2c1ccccc1 (stereo unspecified)	11	-13
5	COC(=O)[C@@H](NC(=O)NCc1cccs1)C(C)C	-10	0
6	CCC1CCCCN1Cc1nc2c(c(=O)n(C)c(=O)n2C)n1Cc1cccc2ccccc12 (stereo unspecified)	13	0
7	Cc1ccccc1CSCCNC(=O)c1ccc(Cl)c(S(=O)(=O)N2CCOCC2)c1	-1	2
8	Brc1ccc(NCc2cccc3ccccc23)nc1	9	8
9	CCOc1cc(NC(=S)Nc2cccc(C)c2)c(OCC)cc1NC(=O)CC(C)C	0	-4
10	COc1ccc(C(=O)Nc2nc(-c3cccs3)cs2)cc1	-81	2
11	CCOC(=O)C(/C=C(\C#N)C(=O)OCC)=C(/N)N1CCN(c2ccccc2)CC1	16	-7
12	CCOc1ccc2nc(NC(=O)C3CCCN(S(=O)(=O)c4cccs4)C3)sc2c1 (stereo unspecified)	6	-5
13	CCCn1c2c(c(O)c(C(=O)NC)c1=O)CCCC2	119*	5
14	O=C(NCc1ccco1)c1cc(-c2ccccc2)nc2ccccc12	9	4
15	O=C(CN1C(=O)CCC1=O)Nc1nc(-c2cccs2)cs1	2	6
16	Cc1cc(NS(=O)(=O)c2ccc(NC(=O)c3cc(-c4cccnc4)nc4ccc(Cl)cc34)cc2)no1	0	0
17	CCN(CC)CCN1C(=O)c2ccccc2NC1c1ccccc1F (stereo unspecified)	0	-6
18	CCc1nnc(NC(=O)CCC(=O)N2CCN(CCc3ccccc3)CC2)s1	7	7
19	CCOC(=O)C1C(=O)NC(N2CCN(c3ccccc3)CC2)=NC1c1ccco1 (stereo unspecified)	1	0
20	CC(=O)Nc1ccc(Nc2ncnc3c2cnn3-c2ccccc2)cc1	1	5

entry	molecule	Statin myotox sup	PglD inh
21	CC(C)c1c(O)nc(SCCN2CCOCC2)[nH]c1=O	0	-4
22	COc1ccc(Cl)cc1NC(=O)/C=C\C(=O)O	-6	-3
23	Cc1nnc(NC(=O)C2(c3ccccc3)CCOCC2)s1	5	-3
24	Cc1sc2ncn(CC(=O)NCCc3ccccc3)c(=O)c2c1C	-11	-3
25	Cn1c(CNC(=O)c2ccccc2)nnc1SCC(=O)N1CCN(c2ccccc2)CC1	-1	-5
26	CN1C(=O)CC(C(=O)Nc2ccc(F)cc2)SC1=Nc1ccc2c(c1)OCO2 (stereo unspecified)	-19	-7
27	O=C(C1CCCN(Cc2cccnc2)C1)N1CCCCC1 (stereo unspecified)	-10	-3
28	COc1ccc(Cl)cc1C(=O)OCC(=O)NC(=O)c1cccn1C	-3	-6
29	O=C1c2ccccc2C(=O)N1c1cccc(-c2nc3ccccc3o2)c1	-6	1
30	Cc1onc(-c2ccccc2Cl)c1C(=O)NCc1nc(-c2ccccc2)no1	159*	-10
31	NC(=O)c1cccnc1Oc1cccc(Cl)c1	3	-2
32	COc1ccc(S(=O)(=O)NCCc2ccccc2)cc1	-7	0
33	O=S(=O)(Nc1ccc(C(F)(F)F)cc1)c1cnc[nH]1	-11	-3
34	CCOc1ccc(/C(O)=C2/C(=O)C(=O)N(CC3CCCO3)C2c2ccc(C)o2)cc1 (stereo unspecified)	7	-4
35	O=[N+]([O-])c1cccc(/C=N/n2cnnc2)c1O	3	-3
36	CC(=O)NC1CC2CCCC(C1)N2C(=O)Nc1ccccc1 (stereo unspecified)	0	8
37	S=C(Nc1ccc(Cl)cc1Cl)Nc1ccccc1Oc1ccccc1	-9	-2
38	O=C(CSc1nnc(-c2ccc(O)cc2)o1)Nc1ccc2c(c1)OCCO2	2	-2
39	COc1ccc(C(=O)Nc2cccc(-c3cnc4ccccc4n3)c2)cc1	-41	-2
40	Cc1c(NC(=O)OCCNC(=O)COc2c(Cl)cccc2Cl)sc(=S)n1C	-2	-1

Next section, overlapping the part above by five compounds.
entry	molecule	Statin myotox sup	PglD inh
36	CC(=O)NC1CC2CCCC(C1)N2C(=O)Nc1ccccc1 (stereo unspecified)	0	8
37	S=C(Nc1ccc(Cl)cc1Cl)Nc1ccccc1Oc1ccccc1	-9	-2
38	O=C(CSc1nnc(-c2ccc(O)cc2)o1)Nc1ccc2c(c1)OCCO2	2	-2
39	COc1ccc(C(=O)Nc2cccc(-c3cnc4ccccc4n3)c2)cc1	-41	-2
40	Cc1c(NC(=O)OCCNC(=O)COc2c(Cl)cccc2Cl)sc(=S)n1C	-2	-1
41	CCOCCCn1cnc2c(c1=O)c1nc3ccccc3nc1n2-c1ccc(C)cc1	30	0
42	Cc1[nH]c(=S)n(CC2CCCO2)c1C (stereo unspecified)	4	-6
43	Cc1cc(C)n(-c2nc3ccccc3nc2N2CCN(S(=O)(=O)c3ccc4ccccc4c3)CC2)n1	1	-2
44	CCC(C)NS(=O)(=O)c1ccc(S(=O)(=O)N(CC(=O)Nc2ccccc2)CC2CCCO2)cc1 (stereo unspecified)	-8	0
45	CN(Cc1ccccc1)S(=O)(=O)c1ccc(NS(C)(=O)=O)cc1	-1	4
46	COc1ccc(Cl)cc1NC(=O)C12CCC(C)(C(=O)O1)C2(C)C (stereo unspecified)	0	-5
47	COc1ccc(-c2cc(C(=O)Nc3sc4c(c3C#N)CCCC4)c3ccccc3n2)cc1OC	-8	-2
48	Cc1cc(NC(=O)c2cc(-c3cccs3)on2)nn1Cc1ccc(Cl)cc1	143*	2
49	COc1ccc(NC(=O)CSc2nnc(C3CC3)n2-c2ccccc2)cc1	-2	-3
50	CC(C)(C)c1ccc(C(=O)N/C(=C\c2cccs2)C(=O)NCc2ccco2)cc1	28	-1
51	COc1ccc(-n2c(Cc3cccs3)nnc2SCC(=O)Nc2ccc3c(c2)OCCO3)cc1	0	1
52	OCCCNC(c1ccccc1)c1ccc(O)cc1 (stereo unspecified)	116*	1
53	Cc1ccc(NC2=C(Cl)C(=O)OC2OC(=O)c2ccco2)c(C)c1 (stereo unspecified)	8	-3
54	COc1ccc(CN(C(=O)c2oc3ccccc3c2C)C2CCS(=O)(=O)C2)cc1OC (stereo unspecified)	4	1
55	COc1ccccc1NS(=O)(=O)c1cc(C(=O)NCc2ccco2)ccc1C	-2	-1
56	CN(Cc1ccccc1)Cc1nc2c([nH]1)c(=O)[nH]c(=O)n2C	1	-1
57	Cc1nn(CC(O)COc2ccc3c(c2)CCC3)c(C)c1C (stereo unspecified)	-22	-8
58	CCOc1cccc(-c2nnc(SCC(=O)Nc3cc(OC)cc(OC)c3)n2N)c1	-2	9
59	O=C(CSc1nnnn1-c1ccc(F)cc1)Nc1ccc(N2CCOCC2)c(Cl)c1	-11	-8
60	Cc1c(N=C2NC(=O)C(CC(=O)Nc3ccc(Cl)cc3)S2)c(=O)n(-c2ccccc2)n1C (stereo unspecified)	27	0

entry	molecule	Statin myotox sup	PglD inh
61	S=c1[nH]nc(-c2cc(-c3ccco3)[nH]n2)n1-c1ccccc1Cl	12	8
62	Cc1cc(C)c2oc(-c3cccc(NC(=O)c4ccc(F)cc4)c3)nc2c1	-76	-3
63	COc1ccc(/C=C2\C(=O)N(Cc3ccc(F)cc3)CC(=O)N2Cc2ccccc2)cc1	15	-3
64	Cc1ccc(N2C(=O)CSC23C(=O)Nc2ccccc23)cc1 (stereo unspecified)	5	5
65	COc1ccc(C(O)c2nccn2C)cc1 (stereo unspecified)	-6	-3
66	O=c1c(Cc2ccc(F)cc2)c(O)ccn1Cc1ccc(Cl)cc1Cl	-1	4
67	Cc1cccc(CCNc2nc3ccccc3n3nnnc23)c1	9	5
68	CCOc1ccccc1NC(=O)CCC(=O)Nc1ccccc1OCC	-4	-2
69	O=C(c1ccc(Cl)c(S(=O)(=O)NCc2ccco2)c1)N1CCN(c2ccc(F)cc2)CC1	-1	-1
70	COc1cc2nc(N(CCN(C)C)C(=O)c3ccc4ccccc4c3)sc2cc1OC	0	2
71	CC(C)(C)C(=O)Nc1cc2nn(-c3ccccc3)nc2cc1Cl	0	2
72	COC(=O)CCC(=O)Nc1cccc(Br)c1	7	9
73	O=c1[nH]c(CN2CCN(c3ccccc3)CC2)nc2ccccc12	53	-5
74	O=C(NC(NC1CCS(=O)(=O)C1)C(Cl)(Cl)Cl)c1cccc(Cl)c1 (stereo unspecified)	-4	-1
75	O=C(Nc1cccc(C(F)(F)F)c1)N1CCN(C(=O)Nc2cccc(C(F)(F)F)c2)CC1	-13	3
76	NC(=O)C(c1ccc(Cl)cc1Cl)c1ncc(C(F)(F)F)cc1Cl (stereo unspecified)	4	-1
77	O=C(c1ccc2c(=O)n(C3CCCC3)c(=S)[nH]c2c1)N1CCN(C2CCCCC2)CC1	1	3
78	CN1CCN(C2CCCCC2NS(=O)(=O)c2ccc(Cl)cc2)CC1 (stereo unspecified)	-6	0
79	Cc1cc(=O)oc2cc(OCc3nnc(-c4ccccc4Br)o3)ccc12	18	3
80	CC(C)c1ccc(C(C(=O)NC(C)(C)C)N(C(=O)CNC(=O)c2ccco2)c2cccnc2)cc1 (stereo unspecified)	14	-3

entry	molecule	Statin myotox sup	PglD inh
81	CCCn1c(CCC(=O)O)ccc1-c1cccs1	21	-3
82	O=C1CC(CCC(=O)NC2CC2)c2ccccc2N1 (stereo unspecified)	6	2
83	Cn1c(=O)cc(OCCCC(=O)NCc2ccco2)c2ccccc21	2	-7
84	CCCNC(=O)COc1ncnc2sc(C)c(C)c12	6	-7
85	Cc1cc(NC(=O)c2cccc3c2C(=O)N(C2CCCCC2)C3)ccc1Br	-11	0
86	O=c1c2ccccc2n(Cc2ccc(F)cc2)c(=O)n1C1CCCC1	116*	3
87	CC(C)(C)NS(=O)(=O)c1ccc(CCC(=O)NCc2ccco2)cc1	5	-1
88	CCc1cccc(NS(=O)(=O)c2c(C)n[nH]c2C)c1	-1	-1
89	CCOC(=O)c1cnc2cc(-c3ccc(C(C)(C)C)cc3)nn2c1N	-17	12
90	C=CCOc1cc(C)nc(-c2ccccc2O)n1	-2	-3
91	CC(NC(=O)CSc1n[nH]c(=O)n1C1CC1)C12CC3CC(CC(C3)C1)C2 (stereo unspecified)	-10	-2
92	CCCCCCCCCC(=O)N/N=C(\C)c1cccnc1	4	-2
93	COc1ccc2[nH]c(=O)c(CN(CCO)C(=O)NCc3ccccc3)cc2c1	7	-4
94	O=P(OC1CCCCC1)(OC1CCCCC1)C(O)c1c(Cl)cccc1Cl (stereo unspecified)	-4	-3
95	Cc1cc(NC(=O)CSc2nnc(-c3cccs3)n2N)no1	-7	-2
96	COc1ccc(OC)c(Nc2ncnc3c2cnn3-c2cccc(C)c2)c1	-20	5
97	Cc1ccc(-c2nnn(CC(=O)N(CC(=O)NC3CCCCC3)c3cnc4ccccc4c3)n2)o1	-23	2
98	Fc1ccc(Cl)cc1/C=N/n1cnnc1SCc1ccccc1	0	-7
99	CCNC(=O)COn1c(SCC(=O)NCC)nc2ccccc2c1=O	0	0
100	Cc1ccc(C2(c3ccc(C)cc3)NC(=O)N(Cc3c(C)noc3C)C2=O)cc1	195*	-4

4 entries from above, in transposed form.
16	Cc1cc(NS(=O)(=O)c2ccc(NC(=O)c3cc(-c4cccnc4)nc4ccc(Cl)cc34)cc2)no1
17	CCN(CC)CCN1C(=O)c2ccccc2NC1c1ccccc1F (stereo unspecified)
18	CCc1nnc(NC(=O)CCC(=O)N2CCN(CCc3ccccc3)CC2)s1
19	CCOC(=O)C1C(=O)NC(N2CCN(c3ccccc3)CC2)=NC1c1ccco1 (stereo unspecified)

| Screen / compound no. | 16 | 17 | 18 | 19 |
| --- | --- | --- | --- | --- |
| Statin myotox sup | 0 | 0 | 7 | 1 |
| PglD inh | 0 | -6 | 7 | 0 |

(continued)
entry	molecule	Statin myotox sup	PglD inh
101	Cc1cc2n(n1)C(c1ccsc1)Nc1ccccc1-2 (stereo unspecified)	-3	-1
102	Cc1ccccc1NC(=O)c1cc(S(=O)(=O)N2CCCCC2)cs1	-3	-4
103	CCOc1ccc(NC(=O)CC2NCCNC2=O)cc1 (stereo unspecified)	-13	-2
104	Cc1ccc(NC(=O)/C=C/c2cccs2)c([N+](=O)[O-])c1	-57	-5
105	CC(NC1CCCC1)C(=O)Nc1ccccc1-c1ccccc1 (stereo unspecified)	?	6
106	COC(=O)c1sc(NC(=O)C(C)c2ccccc2)nc1C (stereo unspecified)	2	5
107	CCOC(=O)c1ccc(COC(=O)CNC(=O)CNC(=O)c2ccc(OC)cc2)o1	-3	-5
108	COCCCNc1ncnc2ccc(C)cc12	11	0
109	COc1ccc(O)c(-c2cc(C(F)(F)C(F)F)nc(-c3ccccc3)n2)c1	-20	-3
110	COc1cc(OC)cc(-n2nc(C(=O)N3CC(C)CC(C)C3)c3ccccc3c2=O)c1 (stereo unspecified)	20	7
111	Cc1oc(C(C)(C)C)cc1C(=O)Nc1ccc(C(=O)O)cc1	-32	-1
112	COC(=O)c1nnn(-c2nonc2N)c1CSc1ccccn1	-7	-2
113	Cc1ccc(C)c(NS(=O)(=O)c2cc(C(=O)Nc3cccc(N(C)S(C)(=O)=O)c3)ccc2C)c1	-24	1
114	O=C(O)c1ccccc1C(=O)NCc1cccnc1	-1	-3
115	FC(F)(F)c1cnc(Sc2nc3nccc(-c4ccc(Cl)cc4)n3n2)c(Cl)c1	63	-1

This is a subset (hit frequency here may not be typical).
